Source: PubChem
HepG2 viability = kills HepG2 cells in TGF-b inhibitor counter-screen. HepG2 CAGA-GFP viability, ATP luminescence, 18 h. hit rate 0.76% among 410,000. Potency, µM (top dose mostly 46.1 µM), for inactives: top-dose activity change, negative = cytotoxicity, usual class: cytotoxic; further: some results filed as inactive show a strong effect at the top dose
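HepG2 CAGA-GFP cells (1000/well, DMEM with 1% FBS) received compound, then TGF-beta at 500 pg/mL final, and were incubated 18 hours at 37 degrees C. Viability was read by CellTiter-Glo luminescence. Media-only wells were set as complete cell-killing and DMSO as no toxicity.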
ATXN2 expr inh = inhibitors of ATXN2 expression; AID 1745845; HEK-293 ATXN2-luciferase reporter, luminescence, 24 h; hit rate 0.72% among 360,000; Potency, µM (top dose mostly 57 µM), for the others: at the highest dose activity change, negative = inhibition, most hits filed as inhibitors; further: on the % scale 0 is the no-effect control and ±100 the full control effect; nearly all actives have a fitted effect of over 55% in size
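qHTS (up to 57 uM final) was run with 24 h compound exposure of reporter cells at 37 °C. Each well was multiplexed: SteadyGlo luminescence measured ATXN2-luciferase expression after a fluorogenic Gly-Phe-AFC viability readout (25 uM final).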
S2 tox = cell viability loss in ATXN counter-screen; S2 cells (HEK-293 line with an ATXN2-luciferase reporter) viability, CellTiter-Fluor protease fluorescence, 24 h; Potency, µM (titrated, usually from 56.7 µM), most hits filed as cytotoxic; hit rate 0.49% among 400,000; AID 651635; further: nearly all actives have a fitted effect of over 40% in size
Nrf2 block = Nrf2 pathway inhibition | A549 ARE-Fluc reporter, luciferase luminescence, 18-24 h | Potency, µM (top dose mostly 46 µM), inactives show at the highest dose activity change, negative = inhibition, usual class: inhibitors | hit rate 2.1% among 360,000 | AID 504444; further: on the % scale 0 is the no-effect control and ±100 the full control effect; nearly all actives have a fitted effect of over 60% in size
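Reporter: ARE-Fluc in A549. Exposure: 18-24 h, 37 °C, 5% CO2, 5% FBS OPTI-MEM. Readouts: fluorescent cytotoxicity (CellTiter-Fluor), then luminescent Nrf2 signal after BugLite.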
EPAC2 antagonist = blocks human EPAC2 exchange factor. AID 720708. hit rate 0.18% among 360,000. Potency, µM (highest dose often 114 µM), for the others: at the highest dose activity, negative = inhibition, usual class: inhibitors. Q8WZA2. EPAC2 GEF exchange of Rap1B-BODIPY-GDP, fluorescence; further: on the % scale 0 is the no-effect control and ±100 the full control effect; nearly all actives have a fitted effect of over 45% in size; many of its hits are not listed in these tables
Target sequence (Q8WZA2 whole entry, looked up): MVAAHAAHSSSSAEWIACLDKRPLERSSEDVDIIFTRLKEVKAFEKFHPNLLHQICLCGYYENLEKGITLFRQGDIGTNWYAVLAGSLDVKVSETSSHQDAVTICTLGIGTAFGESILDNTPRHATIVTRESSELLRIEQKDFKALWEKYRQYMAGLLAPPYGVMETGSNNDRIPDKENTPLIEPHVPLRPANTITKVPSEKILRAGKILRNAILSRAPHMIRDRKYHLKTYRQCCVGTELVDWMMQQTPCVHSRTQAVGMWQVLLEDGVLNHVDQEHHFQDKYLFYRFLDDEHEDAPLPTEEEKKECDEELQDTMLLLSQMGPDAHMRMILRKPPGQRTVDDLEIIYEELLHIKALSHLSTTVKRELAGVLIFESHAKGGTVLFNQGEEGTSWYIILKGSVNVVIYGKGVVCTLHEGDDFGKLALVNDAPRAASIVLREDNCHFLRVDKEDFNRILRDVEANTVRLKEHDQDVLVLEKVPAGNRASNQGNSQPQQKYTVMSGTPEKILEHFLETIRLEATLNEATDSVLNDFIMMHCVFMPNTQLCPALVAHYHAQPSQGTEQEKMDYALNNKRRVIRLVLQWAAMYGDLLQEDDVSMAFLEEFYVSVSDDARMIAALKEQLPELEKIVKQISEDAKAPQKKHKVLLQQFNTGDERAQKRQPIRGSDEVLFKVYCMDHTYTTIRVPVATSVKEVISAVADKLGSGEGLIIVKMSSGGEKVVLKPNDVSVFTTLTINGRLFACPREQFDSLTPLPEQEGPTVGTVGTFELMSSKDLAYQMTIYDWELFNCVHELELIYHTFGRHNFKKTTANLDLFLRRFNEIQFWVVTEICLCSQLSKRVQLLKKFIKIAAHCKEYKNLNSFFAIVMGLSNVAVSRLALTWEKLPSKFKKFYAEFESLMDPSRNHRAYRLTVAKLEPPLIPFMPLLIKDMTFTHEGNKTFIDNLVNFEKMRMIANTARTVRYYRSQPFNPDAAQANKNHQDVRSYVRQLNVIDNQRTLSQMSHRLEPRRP
Nrf2 activator = activators of Nrf2 (ARE) signaling | hit rate 0.31% among 410,000 | AREc32 ARE-luciferase reporter (MCF7-derived line), luminescence, 24 h | Potency, µM (titrated, usually from 46.1 µM), inactives show at the highest dose activation, most hits filed as activators | AID 624171; further: % of control where 0% means no effect; nearly all actives have a fitted effect of over 65% in size
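Cells of the AREc32 ARE-luciferase line are plated in OPTI-MEM containing 5% FBS and left overnight at 37 deg C. Compounds are pinned in, incubation continues 24 hr, and firefly luciferase signal is then measured.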
TGFb SMAD3 inh = blocks TGF-b signaling. HepG2 CAGA-GFP TGF-b/SMAD3 reporter, GFP fluorescence, 18 h; TGF-beta stimulated, 500 pg/mL final. AID 588855. hit rate 1.2% among 410,000. Potency, µM (series often up to 46.1 µM), inactives show at the highest dose activity, negative = inhibition, most hits filed as inhibitors; further: on the % scale 0 is the no-effect control and ±100 the full control effect; nearly all actives have a fitted effect of over 65% in size
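Inhibition of TGF-beta-driven CAGA-GFP reporter expression in HEPG2 cells is measured by cellular GFP fluorescence after 18 h stimulation with 500 pg/mL recombinant TGF-beta in 1% FBS medium at 37 degrees C.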
MCF10A rereplic = DNA re-replication induction in MCF 10a cells; MCF 10A DNA re-replication, Hoechst nuclear intensity, 48 h; Potency, µM (titrated, usually from 46.1 µM), for inactives: at the top dose activity, positive = re-replication, actives largely listed as activators; hit rate 2.9% among 350,000; further: % of control where 0% means no effect; nearly all actives have a fitted effect of over 50% in size
A549 viability = counter-screen for Nrf2 inhibitors: cytotoxicity in A549 cells; A549 ARE-Fluc cells, CellTiter-Fluor viability, 18-24 h; Potency, µM (top dose mostly 46 µM), inactives show at the highest dose activity change, negative = cytotoxicity, most hits filed as inhibitors; hit rate 0.16% among 390,000; AID 504648; further: on the % scale 0 is the no-effect control and ±100 the full control effect
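Cytotoxicity counterscreen: CellTiter-Fluor fluorescence was measured in A549 ARE_Fluc cells after 18-24 h of compound exposure in a concentration series. The subsequent BugLite luminescent read reports ARE-luciferase activity.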
An asterisk follows results filed as active; i = inactive; ? = inconclusive; . = no result given; & = joins results of further samples; [ ] = another dose, or the depositor's remark. The call rests on the fitted dose curve; in most records, active means well fitted curve in the direction sought with a large enough effect; inconclusive means small, poorly fitted or top-dose-only effect, or another doubt; inactive means no such curve, though single readings can be large; an effect the other way counts as inactive or inconclusive. Potency means the concentration at half of the fitted maximal effect. Some of the compounds tested; the hit share may differ from the screen's.

1	O=C(CSc1nnc(-c2ccc3c(c2)OCO3)o1)Nc1ncc(C(F)(F)F)cc1Cl
2	COC(=O)Nc1ccc(S(=O)(=O)N(C)C)cc1
3	CCCOc1ccc(C2C(C(=O)c3ccco3)=C(O)C(=O)N2CCCn2ccnc2)cc1 (centres undefined)
4	COc1cc(C(=O)N2CCN(C)CC2)cc(OC)c1OC
5	CCOC(=O)COc1ccc(S(=O)(=O)N2CCN(c3ccc(OC)cc3)CC2)cc1
6	COc1cc(C(=O)Nc2ccc(F)cc2Cl)ccc1OCC(=O)N1CCOCC1
7	Oc1ccc(N2CCN(C(c3ccc(Cl)cc3)c3nnnn3Cc3ccc(F)cc3)CC2)cc1 (centres undefined)
8	O=C(Nc1cccc(Cl)c1)c1nc[nH]c1C(=O)NCc1ccccc1
assay / compound | 1 | 2 | 3 | 4 | 5 | 6 | 7 | 8
HepG2 viability | -10% | 2% | -1% | 5% | -3% | 0% | 4% | -21%
ATXN2 expr inh | -16%[11.3 µM] | -7% | 0% | -5% | -11% | -6% | . | -9%
S2 tox | i | i | i | i | i | i | . | i
Nrf2 block | -3% | 10% | 1% | -13% | -13% | -12% | -17% | -16%
EPAC2 antagonist | -5% | 9% | -4% | 5% | -15% | -24% | . | 2%
Nrf2 activator | 0.4% | 0.4% | -1.4% | -0.7% | -0.8% | 0.0% | . | 4.0%
TGFb SMAD3 inh | -4% | -4% | 2% | 15% | ? | -22% | ? | -10%
MCF10A rereplic | 0% | -6% | 4% | -5% | 2% | 2% | . | 44%
A549 viability | 0% | 5% | -12% | -4% | -1% | 0% | -13% | -1%

9	COc1cc2[nH]c(=O)n(Cc3ccc(C(=O)N4CCC(N5CCCCC5)CC4)cc3)c(=O)c2cc1OC
10	CC(C)CNc1ncnc2c1ncn2[C@H]1CN(Cc2cccc3ccccc23)C[C@@H](CO)O1
11	CC(=O)Nc1ccc(S(=O)(=O)NC2=NCN(CCO)CN2)cc1
12	Cc1ccccc1NS(=O)(=O)c1ccc(NC(=O)c2ccco2)cc1
13	CC(C)CC(=O)Nc1nnc(S(=O)(=O)N2c3ccccc3CC2C)s1 (centres undefined)
14	CCCc1ccc(C(=O)[C@@H]2[C@@H](C(C)=O)N3c4ccc(F)cc4C=C[C@@H]3[C@@]23C(=O)Nc2ccccc23)cc1
15	COc1ccc(C(=O)N/N=C/c2c(C)[nH]c(=O)[nH]c2=O)cc1
16	COc1ccc(OCC(=O)NCCC2=CCCCC2)c([N+](=O)[O-])c1
assay / compound | 9 | 10 | 11 | 12 | 13 | 14 | 15 | 16
HepG2 viability | -7% | -23% | 4% | 4% | 4%&-4% | 26% | 2% | -90%
ATXN2 expr inh | 2% | -3% | -1% | -3% | -7%&5% | 26% | 3%[11.3 µM] | .
S2 tox | i | ? | i | i | i | i | i | i
Nrf2 block | 3% | . | 24% | -15% | -12%&9% | 20% | -3% | -17%
EPAC2 antagonist | -2% | ? | . | -5% | -16% | 1% | 1% | -9%[57.1 µM]
Nrf2 activator | 5.1% | 7.1% | 0.6% | 0.3% | -0.6%&-0.6% | 9.5% | 0.2% | 3.3%
TGFb SMAD3 inh | -1% | -4% | 15% | -1% | 2%&-12% | -10% | -3% | -6%
MCF10A rereplic | 5% | . | . | -9% | -1% | ? | 0% | -2%
A549 viability | -4% | . | 11% | -5% | -1%&-4% | 3% | 1% | -4%

17	COc1ccc(NC(=O)CSc2nc(=O)n(CCN3CCOCC3)c3c2CCCC3)c(OC)c1
18	Cc1ccc(CN2CC(C(=O)Nc3cc(C)ccn3)CC2=O)cc1 (centres undefined)
19	CC(C)(C)Cc1nc(-c2ccc(Cl)cc2)no1
20	COC(=O)N1[C@H](Cc2ccccc2)C=C[C@]1(C)C(=O)NCc1ccccn1
21	COc1cc(/C=C(/C#N)C(=O)Nc2ccc(Cl)cc2)ccc1Oc1nc(Cl)ncc1F
22	COC(=O)C(CCSC)NC(=O)Cn1ncc2c(=O)oc3ccc(C)cc3c21 (centres undefined)
23	C/C(=N/NC(=O)c1ccoc1C)c1cccc(NC(=O)C(F)(F)F)c1
24	O=C(NCCN1C(=O)S/C(=C/c2ccccc2)C1=O)C1CC(=O)N(Cc2ccccc2)C1 (centres undefined)
assay / compound | 17 | 18 | 19 | 20 | 21 | 22 | 23 | 24
HepG2 viability | -1% | -20% | -37% | -1% | -1% | 2% | -1% | -34%
ATXN2 expr inh | -3% | ? | 6% | 15% | -34% | -19% | 48%[activator] | .
S2 tox | i | i | i | i | ? | ? | i | i
Nrf2 block | -9% | ? | 11% | 4% | 9% | 8% | 6% | -24%
EPAC2 antagonist | -3% | 7% | 23% | 7% | ? | 0% | 0% | -4%
Nrf2 activator | 0.2% | -0.2% | -0.3% | 1.2% | 3.6% | 0.5% | 0.2% | 2.1%
TGFb SMAD3 inh | -19% | -28% | -14% | -12% | -10% | -13% | 0% | -1%
MCF10A rereplic | -1% | 16% | 2% | -32%[inhibitor] | ? | 15% | 0% | 9%
A549 viability | -4% | ? | 5% | 0% | 5% | -5% | 10% | -1%

25	COc1ccc(OC)c(Nc2ccc(C(=O)O)cc2[N+](=O)[O-])c1
26	COc1ccc2c(CC(=O)NNC(=O)c3ccccc3F)coc2c1
27	O=S(=O)(c1ccccc1)N1N=C(c2cccs2)CC1c1ccc(F)cc1 (centres undefined)
28	CCCCOc1ccc(C(=O)NCC2(c3ccccc3)CCOCC2)cc1
29	CCCN(CCC)C(=O)CSc1nc2ccsc2c(=O)n1NC(=O)c1ccccc1
30	COc1ccccc1N1CCN(C(=O)c2cc(=O)c3cc(C)ccc3o2)CC1
31	CCN(CC)CCN1C(=O)C(=O)/C(=C(/O)c2ccc3c(c2)CC(C)O3)C1c1ccc(OC)cc1 (centres undefined)
32	COc1cc(/C=N/Nc2nncn2N)ccc1OCc1c(C)no[n+]1[O-]
assay / compound | 25 | 26 | 27 | 28 | 29 | 30 | 31 | 32
HepG2 viability | -2% | 3% | -31% | 4% | -21% | 1% | 11% | 10µM*
ATXN2 expr inh | -16% | 1% | -4% | -7% | 26% | . | 3% | .
S2 tox | i | i | i | i | i | ? | i | i
Nrf2 block | -18% | -19% | ? | ? | 4% | -17% | 9% | -19%
EPAC2 antagonist | 0% | -3% | -2% | 0% | -3% | -4% | 4% | 5%
Nrf2 activator | 0.4% | 3.0% | -0.1% | 2.7% | ? | -0.9% | 3.2% | -4.1%
TGFb SMAD3 inh | 2% | 13% | -4% | ? | -3% | -25% | 3% | 7.1µM*
MCF10A rereplic | -3% | 2% | 0% | 28% | 1% | ? | 7% | 18µM*
A549 viability | -12% | 0% | -2% | 6% | -3% | -6% | -3% | -8%

33	CCc1c(C)nc(N2CCN(Cc3ccc4c(c3)OCO4)CC2)[nH]c1=O
34	Cc1ccc2cn[nH]c2c1N
35	O=C(NCCCN1CCOCC1)c1cccc(S(=O)(=O)Nc2ccc(F)cc2)c1
36	FC(F)(F)c1nnc2ccc(Cl)nn12
37	COc1cc(NC(=O)c2nc(-c3ccncc3)no2)cc(OC)c1OC
38	CCCN1C(=O)C(Cc2nc3ccccc3c(=O)n2-c2ccccc2)c2cc(C)ccc21 (centres undefined)
39	CC1CC(C)CN(C(=O)c2cccc(S(=O)(=O)NCc3ccccc3)c2)C1 (centres undefined)
40	CCCCOc1cccc(C(=O)N(Cc2cccs2)C2CCS(=O)(=O)C2)c1 (centres undefined)
41	COc1ccccc1/C=N\Nc1cn[nH]c(=O)c1Cl
42	O=C(NC1CCCCC1)c1cc(C2CC2)nn1-c1ccccc1
43	CCn1c(CNc2ccc(F)cc2)nnc1SCC(=O)OC1CCCCC1
assay / compound | 33 | 34 | 35 | 36 | 37 | 38 | 39 | 40 | 41 | 42 | 43
HepG2 viability | -15% | 0% | -7% | 2% | -15% | 1%&-23% | -19% | 1% | -11% | -18% | -15%
ATXN2 expr inh | -15% | -5% | -12% | -12%[11.3 µM] | . | -23%&1% | -22% | -3% | 65%[activator] | 7% | -14%
S2 tox | i | i | i | i | . | ? | i | i | i | i | i
Nrf2 block | -21% | -3% | 3% | 13% | 19% | ? | -14% | -8% | -26% | -10% | 4%
EPAC2 antagonist | 1% | -4% | 3% | 2% | . | -7% | -8% | 2% | -12% | -16% | 2%
Nrf2 activator | -0.3% | 3.3% | -0.4% | -0.4% | 4.8% | 8.9%&3.5% | 2.0% | -0.2% | 18% | -0.4% | -0.6%
TGFb SMAD3 inh | -27% | 10% | 6% | -1% | -11% | -30%&5% | -13% | -13% | -6% | 14% | -16%
MCF10A rereplic | -9% | 4% | 11% | 1% | . | ? | -3% | -2% | 10% | 28% | -4%
A549 viability | 0% | 0% | 2% | -1% | 0% | -15%&-6% | 2% | 2% | -3% | 2% | -5%

Laid out differently: entries from further up
Sequence of screens – HepG2 viability | ATXN2 expr inh | S2 tox | Nrf2 block | EPAC2 antagonist | Nrf2 activator | TGFb SMAD3 inh | MCF10A rereplic | A549 viability
37: COc1cc(NC(=O)c2nc(-c3ccncc3)no2)cc(OC)c1OC
 : -15% | . | . | 19% | . | 4.8% | -11% | . | 0%
38: CCCN1C(=O)C(Cc2nc3ccccc3c(=O)n2-c2ccccc2)c2cc(C)ccc21 (centres undefined)
 : 1%&-23% | -23%&1% | ? | ? | -7% | 8.9%&3.5% | -30%&5% | ? | -15%&-6%
39: CC1CC(C)CN(C(=O)c2cccc(S(=O)(=O)NCc3ccccc3)c2)C1 (centres undefined)
 : -19% | -22% | i | -14% | -8% | 2.0% | -13% | -3% | 2%
40: CCCCOc1cccc(C(=O)N(Cc2cccs2)C2CCS(=O)(=O)C2)c1 (centres undefined)
 : 1% | -3% | i | -8% | 2% | -0.2% | -13% | -2% | 2%
41: COc1ccccc1/C=N\Nc1cn[nH]c(=O)c1Cl
 : -11% | 65%[activator] | i | -26% | -12% | 18% | -6% | 10% | -3%
42: O=C(NC1CCCCC1)c1cc(C2CC2)nn1-c1ccccc1
 : -18% | 7% | i | -10% | -16% | -0.4% | 14% | 28% | 2%
43: CCn1c(CNc2ccc(F)cc2)nnc1SCC(=O)OC1CCCCC1
 : -15% | -14% | i | 4% | 2% | -0.6% | -16% | -4% | -5%
